Source: PubChem BioAssay
Neddyl block: inhibitors of human cullin neddylation; TR-FRET cullin neddylation, biochemical; P61081+Q13564; 0.58% of 360,000 active; calls only at 25 µM; in the data active = inhibition above about 36%
Target sequence (P61081 whole entry, looked up): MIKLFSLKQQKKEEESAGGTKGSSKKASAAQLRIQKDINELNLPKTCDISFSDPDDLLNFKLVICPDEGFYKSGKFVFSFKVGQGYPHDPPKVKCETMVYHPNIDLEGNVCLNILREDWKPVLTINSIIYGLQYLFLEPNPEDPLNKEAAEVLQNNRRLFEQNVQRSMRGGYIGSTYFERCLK
Target sequence (Q13564 whole entry, looked up): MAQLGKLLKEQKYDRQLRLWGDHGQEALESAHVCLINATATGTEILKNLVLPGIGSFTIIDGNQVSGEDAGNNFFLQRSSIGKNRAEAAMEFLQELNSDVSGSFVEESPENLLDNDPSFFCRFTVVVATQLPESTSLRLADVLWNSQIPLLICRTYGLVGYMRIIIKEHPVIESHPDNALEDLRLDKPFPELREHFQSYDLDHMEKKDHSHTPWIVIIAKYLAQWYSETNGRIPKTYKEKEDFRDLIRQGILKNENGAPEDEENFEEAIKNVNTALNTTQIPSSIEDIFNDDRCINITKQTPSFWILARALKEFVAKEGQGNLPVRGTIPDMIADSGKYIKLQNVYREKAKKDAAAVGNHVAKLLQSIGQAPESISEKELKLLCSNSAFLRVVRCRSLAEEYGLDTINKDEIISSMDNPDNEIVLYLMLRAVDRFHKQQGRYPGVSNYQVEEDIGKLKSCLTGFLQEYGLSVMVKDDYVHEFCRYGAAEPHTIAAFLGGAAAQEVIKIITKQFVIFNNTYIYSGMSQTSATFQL
MLLE-PAM2 inh: blocks PAM2 peptide binding to the PABP1 MLLE domain. P11940. GST-MLLE / FITC-PAM2 fluorescence polarization. inhibition, % at 20 µM. 0.36% of 360,000 active. AID 588489; in the data active = inhibition above about 35%, passing the limit was not always enough;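 also: plate controls were DMSO wells with GST-MLLE for no effect and wells lacking GST-MLLE protein for full effect; some results filed as inactive read as strong as hits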
CSN deneddyl inh: inhibitors of human CSN-mediated cullin deneddylation; Q92905; Purified CSN, SCF-Nedd8-OG deneddylation, fluorescence polarization; inhibition, % at 12.5 µM; 0.38% of 360,000 active; AID 651999;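 active = pattern-corrected inhibition above about 35%, with an unprinted fluorescence ratio check between 0.5 and 1.5, limit read from the data, passing the limit was not always enough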;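 also: 0% = enzyme with substrate and 100% = substrate without enzyme; some results filed as inactive read as strong as hits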
Target sequence (Q92905 whole entry, looked up, one chain of several): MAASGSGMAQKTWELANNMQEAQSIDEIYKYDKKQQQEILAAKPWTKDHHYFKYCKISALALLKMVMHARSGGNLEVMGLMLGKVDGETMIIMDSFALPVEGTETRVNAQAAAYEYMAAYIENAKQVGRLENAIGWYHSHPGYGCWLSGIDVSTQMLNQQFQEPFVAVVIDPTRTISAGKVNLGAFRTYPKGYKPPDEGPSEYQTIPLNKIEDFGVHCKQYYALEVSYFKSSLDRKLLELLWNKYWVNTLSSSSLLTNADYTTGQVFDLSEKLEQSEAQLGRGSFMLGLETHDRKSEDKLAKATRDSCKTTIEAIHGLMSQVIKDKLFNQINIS
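Test system: Human Csn5 produced in HEK293T cells | Compound: 12.5 µM single point | Times: 90 min, room temperature | Signal: Fluorescence polarization readout | Read-out basis: % inhibition of substrate cleavage by Csn5 | Controls: no-enzyme wells high, enzyme-with-substrate wells low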
FAS-TE inh: blocks the thioesterase domain of human fatty acid synthase; P49327; recombinant FAS-TE, OMFH fluorogenic substrate, fluorescence endpoint; inhibition, % at 15 µM; 0.67% of 360,000 active; AID 602261;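 active = compounds whose normalised, plate-corrected inhibition of enzyme fluorescence in the single-dose primary screen is 50% or more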;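 also: 0% = DMSO with enzyme and 100% = substrate without enzyme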
Rin1-Abl PPI inh: inhibitors of human Rin1-Abl protein interaction; P00519+Q13671; TR-FRET Rin1/Abl binding, biochemical; inhibition, % at 7.35 µM; 0.4% of 360,000 active; AID 588664; in the data active = inhibition above about 5%, passing the limit was not always enough
E coli Lon inh: inhibitors of E. coli Lon protease | P0A9M0 | inhibition, % at 7.94 µM | 0.42% of 360,000 active | purified E. coli Lon protease, fluorescence polarization; in the data active = inhibition above about 13%, passing the limit was not always enough;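 also: 0% = enzyme with probe and DMSO and 100% = no enzyme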
MsrA inh: inhibits bovine methionine sulfoxide reductase A; purified bovine MsrA, absorbance read-out; 0.75% of 360,000 active; inhibition, % at 15.5 µM; in the data active = inhibition above about 4.5%;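 also: 0% = vehicle wells with enzyme and 100% = reference inhibitor wells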
Tb MetRS inh: blocks T. brucei methionyl-tRNA synthetase activity. purified T. brucei MetRS, ATP depletion, Kinase-Glo luminescence. inhibition, % at 11.9 µM. 0.4% of 360,000 active. AID 624268;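 active = inhibition above a per-plate cutoff of the control wells' mean inhibition plus 3 SD, cut at about 5.5% in these data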;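 also: 0% = DMSO wells median and 100% = median of wells with control inhibitor compound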
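technique = Kinase-Glo luminescence, ATP depletion format | system = purified MetRS (methionyl-tRNA synthetase) enzyme from Trypanosoma brucei | timing = 15 min preincubation, 2 h reaction, all 25 °C | evaluation = percent inhibition versus plate control medians | dosing = single dose, 11.9 µM final nominal, 0.9% final DMSO | also added = substrates ATP, L-methionine and bulk Escherichia coli tRNA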
MsrA act: activators of bovine methionine sulfoxide reductase A; purified bovine MsrA, absorbance read-out; AID 602163; activation, % at 10.6 µM; 0.3% of 360,000 active; in the data active = activation above about 7.5%;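 also: 0% = vehicle and 100% = reference activator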
Starred values were filed as active, the others as inactive; i = inactive; nt = not tested or not shown.

SMILES | Neddyl block | MLLE-PAM2 inh | CSN deneddyl inh | FAS-TE inh | Rin1-Abl PPI inh | E coli Lon inh | MsrA inh | Tb MetRS inh | MsrA act
COc1cc(CC(=O)NCC(C)(C)N2CCOCC2)cc(OC)c1OC | i | -3.5 | 1.6 | -3.8 | -0.4 | 3.3 | -0.9 | -0.6 | -2.2
CC(C)Oc1ccc(/C(O)=C2/C(=O)C(=O)N(CCCn3ccnc3)C2c2cccnc2)cc1 (stereo not drawn) | i | 2.5 | -11.2 | -18.8 | 2.2 | -4.3 | -1.1 | 0.0 | -3.4
CCCC(=O)NC(=S)Nc1ccc(CN2CCOCC2)cc1 | i | 9.5 | -1.6 | -4.4 | 0.9 | -1.4 | 1.4 | -0.6 | 0.4
O=Cc1ccc2cccnc2n1 | i | 4.0 | 4.0 | -5.3 | 3.8 | -9.0 | -1.0 | -0.9 | -8.8
Cc1c(C(=O)O)oc2c1/C(=N\O)CC(C)(C)C2 | i | 6.3 | 1.1 | -8.3 | 1.9 | 1.1 | 0.2 | -0.1 | -7.5
COc1ccccc1C1CC(c2cccs2)=Nc2ccccc2S1 (stereo not drawn) | i | 45.6* | 1.2 | 31.0 | 0.3 | -0.7 | 2.4 | -0.2 | 4.6
O=C(Cc1ccccc1)NCC(=O)N1CCN(c2ccccc2)CC1 | i | -0.9 | -1.2 | -10.5 | -1.3 | -5.6 | -0.2 | -0.1 | -2.7
COC(=O)c1cncc(C)c1 | i | -6.1 | -2.9 | -6.3 | -0.1 | 4.8 | -0.2 | 0.1 | -2.6
CC(C)COCC(O)CC(Cc1ccccc1)C(=O)NN (stereo not drawn) | i | -2.7 | 2.9 | -4.0 | 0.1 | -3.3 | 0.3 | -0.7 | -1.6
CC1CCCN(c2ccc3nc4ccccc4c(=O)n3n2)C1 (stereo not drawn) | i | 9.4 | -12.7 | 1.1 | -4.7 | 6.1 | 1.3 | -0.6 | 1.5
CC(C)(C)C(=O)Nc1ccccc1C(=O)NCCC(=O)Nc1ccccc1 | i | 7.4 | 0.1 | -7.2 | 4.0 | -5.6 | -0.1 | 0.5 | -0.1
O=S(=O)(Nc1ccc(N2CCOCC2)cc1)c1ccc2ccccc2c1 | i | 15.6 | 3.2 | 2.0 | 2.4 | 7.8 | 0.8 | 0.8 | -3.9
CN1CCN(C(=S)NC(=O)/C=C/c2cccc3ccccc23)CC1 | i | -29.4 | 1.4 | -4.2 | -4.9 | -9.9 | 1.0 | 1.6 | -1.5
O=C(CSc1nnc([C@@H]2CCCN2)o1)c1ccc(Cl)cc1 | i | -2.0 | 2.5 | -4.5 | -0.7 | -0.1 | -1.0 | -0.1 | -3.7
CCOc1ccccc1N(CC(=O)NC1CCCCC1)C(=O)c1nsc(Cl)c1Cl | i | -7.3 | -2.6 | 50.5* | 1.8 | -6.3 | 0.8 | -0.6 | -3.2
COc1ccc(C(C)=O)cc1CC1(C)C(=O)Nc2ccc(-c3ccccc3OC)cc21 (stereo not drawn) | i | -5.0 | 0.0 | 6.8 | -3.7 | -2.6 | 1.8 | -0.5 | -6.6
CCCCCCCSc1nc(N)cc(=O)[nH]1 | i | -4.5 | 0.4 | -7.1 | 0.6 | 11.8 | -1.1 | -0.2 | -6.2
CCCn1c(SCC(=O)NNC(=O)c2ccc(OC)cc2)nnc1C(C)C | i | 5.0 | 4.3 | -3.5 | 0.5 | 8.7 | 0.3 | -0.5 | -1.4
CCn1cc(CN(C)S(=O)(=O)c2ccc3ccccc3c2)c(C)n1 | i | -23.1 | -1.0 | 2.6 | -3.3 | 2.1 | -0.6 | -0.3 | -1.7
COc1ccc(CCNC(=O)C2CCN(S(=O)(=O)c3ccc(F)cc3)CC2)cc1 | i | 7.9 | -0.1 | -0.2 | 3.3 | 0.3 | -0.1 | -0.4 | -3.5
CC(=O)Nc1ccc(NC(=O)[C@@H]2CCCC[C@@H]2C(=O)O)cc1 | i | 3.7 | -15.2 | -7.6 | 0.5 | -12.0 | 1.8 | -0.3 | -5.5
CCOC(=O)c1c(C)[nH]c(C)c1C(=O)COC(=O)c1cccc(S(=O)(=O)NC)c1 | i | -7.8 | 3.1 | -3.3 | -0.6 | -4.7 | -0.9 | 0.3 | -1.9
Cc1ccc(NC(=O)C2CC(=O)n3ncnc3N2)cc1 (stereo not drawn) | i | -5.0 | 1.6 | -12.5 | -2.1 | -6.5 | -0.7 | -0.3 | -1.4
COc1ccc(CN2CCNC(=O)C2CC(=O)NCCc2nc(C)c3c(n2)CCC3)cc1C (stereo not drawn) | i | 5.2 | -0.3 | -7.5 | -2.8 | 9.0 | 0.2 | -0.2 | -0.9
COc1ccc(OC(=O)c2ccc3nsnc3c2)cc1 | i | -3.9 | 2.6 | 9.2 | 0.0 | -7.8 | 0.8 | -0.6 | -0.5
CCc1ccc(S(=O)(=O)NCCOc2cccc3cccnc23)cc1 | i | 9.6 | -4.2 | 9.1 | 0.7 | -5.7 | -0.3 | -0.3 | -2.2
CCOc1ccc(C2C(C#N)=C(C)NC3=C2C(=O)c2ccccc23)cc1 (stereo not drawn) | i | 4.0 | 8.7 | 30.1 | -5.4 | 3.7 | -0.4 | -0.2 | 0.2
Cc1cccc(NC(=O)c2cccc(NC(=O)c3ccccc3)c2)n1 | i | 1.3 | -2.0 | 0.4 | 0.7 | -10.9 | -0.5 | -1.8 | -2.9
CCC12CCCN3CCC4(C(=C(C(=O)OC)C1)Nc1ccccc14)C32 (stereo not drawn) | i | -99.3 | -5.8 | 8.2 | 1.7 | 7.6 | 2.6 | -1.2 | -14.4
O=C(CSc1nnnn1C1CCCC1)N1CCOCC1 | i | 11.5 | 2.6 | -8.0 | -4.9 | 7.0 | 0.7 | -0.1 | -10.6

5 compounds drawn at random from the list so far:
SMILES | Neddyl block | MLLE-PAM2 inh | CSN deneddyl inh | FAS-TE inh | Rin1-Abl PPI inh | E coli Lon inh | MsrA inh | Tb MetRS inh | MsrA act
Cc1ccc(NC(=O)C2CC(=O)n3ncnc3N2)cc1 (stereo not drawn) | i | -5.0 | 1.6 | -12.5 | -2.1 | -6.5 | -0.7 | -0.3 | -1.4
CCOC(=O)c1c(C)[nH]c(C)c1C(=O)COC(=O)c1cccc(S(=O)(=O)NC)c1 | i | -7.8 | 3.1 | -3.3 | -0.6 | -4.7 | -0.9 | 0.3 | -1.9
CCC12CCCN3CCC4(C(=C(C(=O)OC)C1)Nc1ccccc14)C32 (stereo not drawn) | i | -99.3 | -5.8 | 8.2 | 1.7 | 7.6 | 2.6 | -1.2 | -14.4
O=C(CSc1nnnn1C1CCCC1)N1CCOCC1 | i | 11.5 | 2.6 | -8.0 | -4.9 | 7.0 | 0.7 | -0.1 | -10.6
CC(=O)Nc1ccc(NC(=O)[C@@H]2CCCC[C@@H]2C(=O)O)cc1 | i | 3.7 | -15.2 | -7.6 | 0.5 | -12.0 | 1.8 | -0.3 | -5.5

(next part)
SMILES | Neddyl block | MLLE-PAM2 inh | CSN deneddyl inh | FAS-TE inh | Rin1-Abl PPI inh | E coli Lon inh | MsrA inh | Tb MetRS inh | MsrA act
CNC(=S)Nc1ccc(OC)c(OC)c1 | i | 3.0 | 4.5 | -7.3 | -1.3 | -7.0 | -1.2 | -0.4 | -0.1
CCCCC1=NN(C(=O)c2cocc2C)C(O)(C(F)(F)F)C1 (stereo not drawn) | i | 2.3 | -3.6 | -0.1 | 0.5 | -4.8 | 1.1 | -0.5 | -3.0
O=C(Cn1nnnc1CN1CCOCC1)N1CCC(c2cccc(Cl)c2)C1 (stereo not drawn) | i | -8.8 | -5.3 | -2.7 | 1.7 | 6.6 | -0.5 | -0.2 | -4.2
C[C@@H]1CN([C@@H](C)CO)C(=O)CCCn2nncc2CO[C@H]1CN(C)C(=O)OCc1ccccc1 | i | -1.1 | -2.9 | -11.0 | -3.1 | 3.6 | -1.4 | 0.3 | -2.4
S=C(NCCN1CCOCC1)N/N=C/c1ccccc1 | i | -0.8 | -0.3 | -7.0 | 0.4 | -11.8 | 1.7 | 0.0 | -0.8
c1ccc2c(c1)[nH]c1c(N3CCCC3)ncnc12 | i | -6.5 | 1.0 | -5.8 | -3.9 | 3.0 | 1.2 | -0.2 | -2.9
CN(C)c1ccc(/C=N/NC(=O)CN2CCCCC2)cc1Br | i | -0.6 | -0.3 | -3.6 | 2.5 | -3.2 | 3.7 | -1.0 | 2.3
COCCCNC(=O)CNC(=O)c1cn(-c2ccccc2OC)c(=O)c2ccccc12 | i | 5.7 | -5.0 | -4.5 | -5.3 | -2.5 | 0.1 | -0.3 | -3.1
Cc1nc2ccccc2n1C(=O)c1ccccc1[N+](=O)[O-] | i | -1.8 | 4.0 | -9.1 | 0.4 | 5.2 | 0.2 | 0.1 | -0.1
O=C(O)c1c(-c2ccccc2)oc2ccc(O)cc12 | nt | -10.9 | -0.1 | -3.4 | -0.8 | -1.2 | 0.7 | -0.4 | -1.2
CC(C)(C)NS(=O)(=O)CC12CCC(CC1=O)C2(C)C (stereo not drawn) | i | -5.9 | -4.3 | -8.1 | 0.5 | -12.6 | 0.6 | -1.4 | -10.0
O=C(c1ccccc1)N1CCN(S(=O)(=O)c2ccc(Cl)c(C(F)(F)F)c2)CC1 | i | -6.0 | -1.8 | -3.6 | 0.5 | 11.4 | 0.2 | -0.5 | 4.6
NC(=O)C1CCN(C(=O)/C=C/c2ccco2)CC1 | i | -4.4 | 1.7 | -6.9 | -4.3 | 5.1 | 0.5 | -0.6 | -3.4
CN(CC(=O)Nc1cccc(F)c1)C(=O)C1CCN(S(=O)(=O)c2ccc3c(c2)OCCO3)CC1 | i | 0.6 | -1.0 | 0.9 | -2.1 | -15.1 | -0.7 | -0.2 | -4.9
CC(=O)Nc1ccc(NC(=O)COC(=O)c2ccccc2C(=O)c2ccccc2)cc1 | i | -4.1 | 2.9 | -5.0 | -5.6 | 1.5 | 0.3 | 0.2 | -3.2
CN(CC(=O)NCc1ccccc1Cl)S(=O)(=O)c1cccs1 | i | -2.5 | 7.3 | -2.3 | -0.5 | 5.1 | 0.6 | 0.2 | -0.5
N#CCOC(=O)C1CCN(S(=O)(=O)c2ccc3c(c2)OCCO3)CC1 | i | -1.7 | -3.8 | -5.0 | 0.9 | -0.9 | 1.7 | -0.2 | -0.5
Cc1cc(C)cc(N2Cc3ccccc3C2)c1 | i | -2.2 | 1.4 | -3.7 | -2.4 | -6.3 | -0.2 | -0.9 | -8.4
CN(C(=O)COC(=O)c1cc(-c2ccco2)nc2ccccc12)C1CCS(=O)(=O)C1 (stereo not drawn) | i | 5.8 | 33.6 | -1.9 | -6.2 | 9.2 | 1.5 | -0.4 | -0.8
N/C(=N\OC(=O)Cc1ccc(-c2ccccc2)cc1)c1cccc([N+](=O)[O-])c1 | i | -5.4 | 2.4 | 22.8 | 4.2 | -0.7 | 0.7 | -0.3 | -5.8
COc1ccc(NS(=O)(=O)c2ccc(OCC(=O)N3CCCC3)cc2)cc1 | i | -7.7 | 3.1 | -7.4 | 0.2 | -3.6 | -0.2 | -0.1 | 4.8
Cc1ccc(-n2nc3c(=O)n(CC(=O)NCCc4ccccc4C)nc(C)c3c2C)cc1 | i | -1.7 | -0.6 | 1.7 | 0.5 | -7.3 | -0.3 | -0.5 | -9.9
C=CCC(O)(CC=C)C(C)N (stereo not drawn) | i | 4.8 | -7.1 | -9.1 | 1.9 | 3.2 | 0.1 | -0.5 | 2.1
COC(=O)c1[nH]c2cc(OC)ccc2c1NC(=O)CCN1CCN(c2ccccc2)CC1 | i | -12.7 | -1.0 | -2.2 | 0.0 | -2.7 | 1.4 | -0.3 | 0.9
CN1OC[C@@H]2CN(C(=S)NCCc3ccccc3)[C@H](c3ccc(N4CCCCC4)cc3)C[C@@H]21 | i | -145.5 | 4.3 | 13.2 | 3.9 | -2.5 | -1.7 | -0.1 | -2.6
